Compound activity as filed in PubChem BioAssay.
CXCR6 block: CXCR6 receptor inhibitors, primary screen, cell-based, beta-arrestin, luminescence, CHO-K1 PathHunter, 1536-well; C-X-C chemokine receptor type 6 (Homo sapiens), O00574; inhibition, % at 20 µM; 360,000 tested, 0.36% active; in the data active means inhibition above about 34%, passing the limit was not always enough;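 further: antagonist mode with CXCL16 agonist at 10 nM final; 0% = 10 nM CXCL16 with DMSO and 100% = unstimulated wells without agonist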
Target sequence (O00574 whole entry, looked up): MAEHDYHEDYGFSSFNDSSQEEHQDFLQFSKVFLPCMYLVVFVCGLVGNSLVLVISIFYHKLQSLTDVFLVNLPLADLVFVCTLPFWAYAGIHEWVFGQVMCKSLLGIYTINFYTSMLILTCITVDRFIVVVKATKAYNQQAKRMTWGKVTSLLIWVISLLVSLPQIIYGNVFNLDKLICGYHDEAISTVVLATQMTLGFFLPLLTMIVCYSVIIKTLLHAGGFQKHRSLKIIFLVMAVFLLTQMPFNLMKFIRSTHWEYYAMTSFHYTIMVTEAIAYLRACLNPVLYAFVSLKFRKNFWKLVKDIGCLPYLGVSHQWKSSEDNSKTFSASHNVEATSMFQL
EBI2 block: EBI2 receptor antagonists, beta-arrestin recruitment, primary screen, cell-based, luminescence, 7a,25-OHC stimulation, uHTS; G-protein coupled receptor 183 (Homo sapiens), P32249; 7a,25-OHC stimulated; inhibition, % at 5 µM; 360,000 tested, 0.81% active; AID 651636, 2012; in the data active means inhibition above about 38%;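 further: enzyme fragment complementation signal reports receptor beta-arrestin coupling in cells; 0% = agonist plus DMSO wells and 100% = wells without agonist; some results beyond the cut were filed as inactive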
Target sequence (P32249 whole entry, looked up, the tested form may be a part): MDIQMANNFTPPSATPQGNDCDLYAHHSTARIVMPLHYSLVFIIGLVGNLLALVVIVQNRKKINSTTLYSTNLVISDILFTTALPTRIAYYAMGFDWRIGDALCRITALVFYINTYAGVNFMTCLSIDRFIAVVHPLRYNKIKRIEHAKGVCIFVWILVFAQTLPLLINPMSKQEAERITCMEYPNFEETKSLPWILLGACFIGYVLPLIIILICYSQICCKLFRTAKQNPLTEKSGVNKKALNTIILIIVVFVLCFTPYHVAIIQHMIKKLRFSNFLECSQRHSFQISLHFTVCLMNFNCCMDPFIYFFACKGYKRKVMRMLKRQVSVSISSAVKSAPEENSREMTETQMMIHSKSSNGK
tim23-1 inh: growth inhibitors of tim23-1 mutant yeast, primary screen, luminescence, uHTS | S. cerevisiae tim23-1 growth, BacTiter-Glo luminescence, 24 h | inhibition, % at 20 µM | 330,000 tested, 1.3% active;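 active means growth inhibition of the mutant yeast at or above 50%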;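 further: temperature-sensitive mutant grown at 25 °C; plate controls were DMSO-treated mutant yeast for no effect and medium wells lacking yeast for full effect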
APJ antag: antagonists of human apelin receptor APJ, primary screen, CHO-K1 cells, beta-arrestin complementation, luminescence. P35414. inhibition, % at 20 µM. 330,000 tested, 0.32% active;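 active means inhibition above about 40% at 20 µM, limit read from the data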;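 further: cells challenged with 10 nM apelin-13 agonist together with compound; plate controls were apelin-13 plus DMSO wells for no effect and DMSO wells lacking apelin-13 for full effect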
CCR6 antag: CCR6 receptor antagonists, primary screen, cell-based, CHO-K1, luminescence, beta-arrestin, uHTS. CHO-K1 CCR6 PathHunter beta-arrestin, CCL20-stimulated. inhibition, % at 20 µM. 340,000 tested, 0.49% active. AID 493098, 2011;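 active means compounds whose inhibition of the agonist-driven luminescence signal at 20 µM reaches about 50%, limit read from the data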;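 further: cells stimulated with CCL20 at 14 nM final; plate controls were DMSO with CCL20 for no effect and DMSO without agonist for full effect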
Target sequence (P51684 whole entry, looked up): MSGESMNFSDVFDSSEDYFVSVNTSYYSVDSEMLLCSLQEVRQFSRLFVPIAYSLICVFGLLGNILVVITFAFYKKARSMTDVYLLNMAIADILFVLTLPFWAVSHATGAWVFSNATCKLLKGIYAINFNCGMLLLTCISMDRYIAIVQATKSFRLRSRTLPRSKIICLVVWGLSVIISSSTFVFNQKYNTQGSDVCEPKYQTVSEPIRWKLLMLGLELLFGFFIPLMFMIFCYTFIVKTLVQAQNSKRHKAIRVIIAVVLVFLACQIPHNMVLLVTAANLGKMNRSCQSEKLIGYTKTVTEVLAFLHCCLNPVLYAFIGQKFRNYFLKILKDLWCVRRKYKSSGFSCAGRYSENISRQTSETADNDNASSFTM
Mdm2-MdmX inh: inhibitors of human Mdm2-MdmX association, primary screen, cell-based, luminescence, split luciferase, SaOS-2, uHTS; Protein Mdm4 (Homo sapiens) + E3 ubiquitin-protein ligase Mdm2 (Homo sapiens), …; SaOS-2 split-luciferase Mdm2/MdmX complementation; inhibition, % at 8 µM; 330,000 tested, 3% active;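 active means inhibition of at least 50% at 8 µM in the primary screen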
UPR XBP1 act: activators of adaptive XBP1 UPR arm, primary screen, cell-based, CHO-XBP1 luciferase reporter, luminescence, uHTS | IRE1-XBP1 UPR activation; percent of tunicamycin response, DMSO as zero | activation, % at 20 µM | 330,000 tested, 0.33% active | AID 463104, 2010;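 active means versus positive control, 20 µM dose yields 30% or more activation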;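 further: 100% = tunicamycin at 10 µg/mL and 0% = DMSO only wells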
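Material: CHO cell line with stable XBP1 luciferase reporter; schedule: 16-18 h cell attachment at 37 °C, then 6 h compound exposure; signal: glow luminescence from Steady-Glo reagent; medium: serum-containing F12 medium, 10% FBS; benchmarks: tunicamycin 10 µg/mL and vehicle-only wells; read-out: percent activation relative to tunicamycin reference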
APJ ag: agonists of human apelin receptor APJ, primary screen, CHO-K1 cells, PathHunter beta-arrestin, luminescence; 330,000 tested, 0.11% active; P35414; activation, % at 20 µM; AID 2520, 2010; 0% DMSO wells, 100% apelin;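 active means activation more than six SD over the plate average, tested at 20 µM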;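 further: 0% = DMSO alone and 100% = apelin-13 at 10 nM; some results filed as inactive read as strong as hits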
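Incubation: overnight seeding, 90 min compound at 25 °C, 1 h detection; test system: PathHunter CHO-K1 APJ (AGTRL-1) beta-arrestin reporter cells; amount: 1000 cells/well; doses: one dose, 20 µM compound, 1% DMSO; measured by: beta-gal luminescence; measure: agonist-driven arrestin binding to APJ; benchmarks: negative DMSO alone, positive Apelin-13 at 10 nM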
CHOP UPR activ: activators of apoptotic CHOP UPR arm, primary screen, cell-based, CHO-CHOP luciferase reporter, luminescence, uHTS; activation, % at 10 µM; UPR activation; percent of tunicamycin response over DMSO baseline; AID 449763, 2010; 330,000 tested, 0.34% active;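 active means at 10 µM dose, activation of 40% or more, normalized to positive control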;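 further: 100% = tunicamycin at 10 µg/mL and 0% = DMSO alone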
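System: CHO-CHOP luciferase reporter cell line | Buffer or medium: F12 medium containing 10% fetal bovine serum | Doses: One dose, 10 µM in 0.5% DMSO | Times: 6 h compound exposure at 37 °C after overnight seeding | Signal: Luciferase luminescence | Read-out: % activation vs tunicamycin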
Numbers without * were called inactive; . = no result given. This is a subset; the hit share may differ from the screen's.

SMILES	CXCR6 block	EBI2 block	tim23-1 inh	APJ antag	CCR6 antag	Mdm2-MdmX inh	UPR XBP1 act	APJ ag	CHOP UPR activ
O=C(CCc1nc2ccccc2[nH]1)Nc1ccc2c(c1)OCCO2	0	-6	12	-41	4	-1	-1	-1	-0.7
COc1cc(OC)c(C2CC(=O)N3CN(c4ccccc4)CSC3=C2C#N)cc1OC (configuration not stated)	4	13	4	-12	-1	-16	-5	5	1.5
CCNC(=S)NS(=O)(=O)c1ccc(F)cc1	13	7	2	27	16	14	-1	-5	0.2
O=C1CCC(=O)N1c1cccc(OS(=O)(=O)c2ccccc2)c1	-2	2	3	4	7	-15	-2	1	-0.4
CN(C(=O)c1ccccc1C(=O)OCC(=O)Nc1ccc(S(N)(=O)=O)cc1)c1ccccc1	2	-14	18	8	4	26	3	-1	0.5
CCOC(=O)c1nnc(-c2cccs2)nc1NC(C)C	2	-6	55*	-9	11	-22	3	-4	-1.4
CCCN(Cc1nnc(-c2ccccc2Cl)o1)C(=O)c1cc([N+](=O)[O-])cc([N+](=O)[O-])c1	-3	-6	41	-9	-5	16	1	4	0.0
CC(C)c1ccc(CNc2ncccn2)cc1	-12	-1	5	9	-9	-20	1	-6	2.9
Clc1c(-c2nnc3n2CCC3)sc2ccccc12	10	9	10	0	12	18	-4	-4	5.2
O=C(CCN1CCCCCC1)Nc1cccc(Cl)c1	-2	-7	4	11	16	13	-3	-5	0.1
CC(NC(=S)Nc1ccc([N+](=O)[O-])cc1)c1ccncc1 (configuration not stated)	1	-1	21	8	14	43	-7	1	0.2
O=C(O)COc1ccccc1/C=C1\C(=O)Nc2ccc(Br)cc21	9	8	8	5	12	9	-9	-4	2.2
COc1ccc(-n2c(=O)c3ccccc3n(CC(=O)c3ccccc3)c2=O)cc1OC	-1	-8	11	0	-5	-38	2	-2	2.5
COc1ccc(C(=O)Nn2c(SCC(=O)NCc3ccco3)nc3ccccc3c2=O)cc1	3	-4	11	-15	-10	35	-6	-2	-7.0
Cc1ccc(CN2CCN(Cc3ccncc3)CC2CCO)o1 (configuration not stated)	6	-13	17	1	-10	10	-2	-1	-1.9
CCCn1nnnc1NCc1ccccc1F	1	-6	-3	12	-1	3	-5	0	-0.2
O=[N+]([O-])c1cc(S(=O)(=O)NCCc2ccccn2)ccc1Cl	-25	-7	7	-6	-13	26	-2	-3	0.1
Cc1cc(OCC(=O)NCc2ccccn2)c2c(C)c(C)c(=O)oc2c1	1	0	16	-11	8	23	-4	-5	-0.3
O=C(COC(=O)c1ccco1)Nc1ccccc1[N+](=O)[O-]	-6	-10	-17	0	-1	21	-2	5	1.6
Cc1nc(NC(=O)CSc2cc(C)c3ccccc3n2)c(Cl)cc1Cl	-4	11	42	-11	2	10	-3	3	-1.8
S=C(NCc1ccccc1)N1CCN(C2CCCCC2)CC1	-6	4	-4	-14	6	18	2	-1	1.6
CCCCC/C=C/C1=CC(=O)C[C@H](c2ccc(Cl)cc2)C1	-1	5	35	8	16	12	0	-2	0.6
COc1ccc(NC(=O)COc2ccc(C)cc2)c([N+](=O)[O-])c1	.	.	7	-5	0	-60	2	-2	0.7
Cc1ccccc1NC(=O)c1c(C)[nH]c(=S)c(C#N)c1-c1ccco1	1	-5	4	6	2	1	0	-1	3.1
Cc1cc(-n2nnc3ccccc32)nc2ccccc12	0	0	11	8	-29	-14	7	1	5.8
SMILES	CXCR6 block	EBI2 block	tim23-1 inh	APJ antag	CCR6 antag	Mdm2-MdmX inh	UPR XBP1 act	APJ ag	CHOP UPR activ
CCn1cc(C(=O)O)c(=O)c2cc(F)c(N3CCN(C(=S)NC(=O)c4ccc(F)c(F)c4)CC3)cc21	-2	1	7	0	12	-17	0	-1	-2.0
O=C1NC(=O)/C(=C\c2ccccc2OCc2ccc([N+](=O)[O-])cc2)N1	6	0	3	0	0	17	1	0	-1.1
Cc1ccc(NC(=O)N2CCCC(c3ccccc3)C2)cc1 (configuration not stated)	6	20	35	-2	10	-25	-3	-5	4.7
Cc1cc(C)n2ncnc2n1	-3	4	12	7	4	15	-1	-1	-1.3
CC1CCCC(NC(=O)C2CCCN2S(=O)(=O)c2cccc3nsnc23)C1C (configuration not stated)	-8	5	15	-5	1	24	1	-1	0.1
COc1ccc(NS(=O)(=O)c2ccc3c(c2)CCC(=O)N3)cc1O	-2	-3	10	7	-4	3	3	12	-1.6
Cc1cc(C)n(C(=O)CNC(=O)COc2ccccc2)n1	-4	0	32	2	-19	-14	-4	6	1.6
O=C(CSc1nnc(NC(=O)c2ccco2)s1)Nc1ccccc1	-2	3	3	2	0	18	0	-3	5.3
O=C(Cn1nc(C(=O)O)c2ccccc2c1=O)NC12CC3CC(CC(C3)C1)C2	-4	6	32	14	9	7	-4	-3	0.0
C=CCC(O)(CC=C)CNC(=O)C1CCC(=O)N(CCCc2ccccc2)C1 (configuration not stated)	-2	-7	7	-16	-4	5	-1	-5	-1.0
O=C(C1CCN(S(=O)(=O)c2cccc3nonc23)CC1)N1CCCCC1	9	-4	14	-8	1	-9	0	0	0.5
COc1cc(C(=O)Nc2nc3ccccc3[nH]2)cc(OC)c1OC	-6	5	26	-18	-9	14	2	1	1.5
Cc1noc(C)c1CSc1nnc(C)c(=O)[nH]1	0	-34	-1	-10	4	10	-2	-9	-1.1
CCc1ccccc1NC(=O)CN(C)S(=O)(=O)c1ccc2c(c1)c(=O)n(C)c(=O)n2C	-1	-3	8	-1	-2	16	-2	-2	1.8
O=C(O)C1CCN(S(=O)(=O)c2cccnc2)CC1	-1	-13	15	-22	-6	8	-2	-3	-2.0
Oc1c(Br)cccc1/C=N/c1ncn[nH]1	9	1	31	-10	3	-11	1	0	0.3
CC(=O)N1CCN(C(=O)c2cccc(S(=O)(=O)Nc3ccc(C)cc3)c2)CC1	4	-5	4	-19	-7	11	-7	-4	-1.9
COC(=O)CCCC1=CC2=CC(=O)C(C)(OC(=O)c3cccs3)C(=O)C2=CN1CCc1ccccn1 (configuration not stated)	-8	-17	22	-100	2	5	-1	6	1.7
CC(C)c1cc(-c2cc(C(=O)NCc3ccccc3)on2)nc(NC2CCCC2)n1	-3	23	44	13	-2	25	-2	2	1.9
O=C(O)c1cc(N/N=C/c2ccc(-c3ccc(F)cc3)o2)ccc1Cl	7	3	14	-1	-30	-3	1	1	6.2
COc1ccccc1-n1cc(-c2ccc([N+](=O)[O-])cc2)[nH]c1=S	-1	4	-10	-29	-1	39	6	0	0.5
COc1cccc(/C=N/NC(=O)CCc2c(C)n[nH]c2C)c1	-6	3	8	13	10	-10	1	-3	-2.4
C/C(Cl)=C/Cn1c(NCCN(C)C)nc2c1c(=O)n(C)c(=O)n2C	1	-15	-1	-2	-1	-8	-3	2	-0.1
Cc1sc2c(c1C)CN(CCN1CCOCC1)CN2C(=O)c1ccccc1	-6	-5	-1	7	2	-22	6	-4	4.3
Cc1ccc(C(=O)NCc2cccnc2)cc1S(=O)(=O)N1CCCCCC1	-3	5	-9	2	-3	-4	-4	-2	-0.5
SMILES	CXCR6 block	EBI2 block	tim23-1 inh	APJ antag	CCR6 antag	Mdm2-MdmX inh	UPR XBP1 act	APJ ag	CHOP UPR activ
Cc1ccc(Sc2ncccc2O)cc1	1	-1	4	4	3	-20	6	0	0.0
CN1CCN(CC(=O)Nc2c(C(=O)C3CC3)oc3ccccc23)CC1	2	-3	1	19	-10	-25	1	-3	1.6
Cc1ccc(-c2csc3ncnc(NCCN4CCOCC4)c23)cc1	-3	7	-44	16	20	54*	1	-5	-1.9
CCC(=O)N1CCc2cc(S(=O)(=O)NCCC(=O)N3CCc4ccccc4C3)ccc21	-5	4	21	0	5	25	2	1	6.9
CCCCn1c(N)c(N(CCOC)C(=O)c2ccc(-c3ccc(C(C)=O)cc3)o2)c(=O)[nH]c1=O	10	-4	-3	1	4	9	3	-4	1.4
Cc1cccc(C(=O)NCc2ccco2)c1	2	-2	7	4	4	7	-1	-4	1.2
COC(=O)Cn1c2ccccc2c2nc(C)sc21	5	-4	18	-6	8	14	0	1	3.4
CC1=C(C(=O)OCC2CCCO2)C(c2ccncc2)C2=C(CC(C)(C)CC2=O)N1 (configuration not stated)	2	6	15	-1	5	-30	-4	3	0.8
CC(=O)Nc1ccc2c(c1)OCCOCCOc1cc(NC(C)=O)ccc1OCCOCCOCCO2	.	.	12	-6	.	13	-5	-4	0.2
Cc1nc2ncnn2c(C)c1CCC(=O)NC(C)CCc1ccco1 (configuration not stated)	-4	-1	-2	-8	0	-4	-2	-2	0.5
O=C(CCCSc1nc2ccccc2[nH]1)NCc1ccccc1Cl	-3	3	-10	0	8	8	-3	-3	-0.7
CN(C)C(=S)NC(C)(C)C	4	4	-3	2	-3	5	-2	2	0.5
Cc1ccccc1C1C(=O)c2ccccc2C1=O	1	9	-1	10	18	17	-5	-3	-0.3
COc1cc2c(C(=O)OCCN(C)C)c(CSc3ccccc3)n(C)c2cc1Br	14	21	7	8	2	38	11	-4	2.0
COc1ccccc1/C=C/C=N/n1c(COc2ccccc2)n[nH]c1=S	7	14	5	18	21	4	5	-3	-2.4
COc1ccccc1C(CNC(=O)C(C)Oc1ccc(Br)cc1)N1CCCC1 (configuration not stated)	15	2	-12	16	14	-5	-4	0	-2.2
Nc1cc(N)nc(SCC(=O)Nc2cc(S(=O)(=O)N3CCOCC3)ccc2Cl)n1	4	2	-7	-51	3	23	-4	1	-0.7
CC(C)CCNC(=O)CCn1nc(-c2ccccc2)ccc1=O	4	-6	-10	3	8	7	-2	.	-0.8
COC(=O)c1c(C(=O)OC)c2n(c1C)Cc1ccccc1C2	-4	4	26	-3	-1	20	-4	-1	-3.9
Nc1c(-c2n[nH]c(=S)n2-c2ccc(Cl)cc2Cl)cnn1-c1ccccc1	0	6	4	3	11	13	-2	-4	1.4
O=C(CC(=O)N/N=C\c1c(Cl)cccc1Cl)NCc1ccccc1	-8	0	-2	2	2	18	2	-5	-2.0
Nn1c(SCc2c(F)cccc2F)nnc1-c1ccccn1	-5	4	28	2	0	-16	-2	-5	5.3
COc1cccc(-n2cc(C(=O)NCCCOC(C)C)c3ccccc3c2=O)c1	6	-5	16	-6	-12	-12	-4	-2	2.5

Individual results from the entries so far:
For CHOP UPR activ, CC(C)c1ccc(CNc2ncccn2)cc1 shows 2.9
For EBI2 block, COC(=O)Cn1c2ccccc2c2nc(C)sc21 shows -4
